NSD2 inh – NSD2 histone methyltransferase inhibitors, primary screen, biochemical, AlphaScreen, single concentration, set 2 | actives 0.54% (n = 310,000) | AID 743445, 2014 | Histone-lysine N-methyltransferase NSD2 (Homo sapiens), O96028 | inhibition, % at 12.5 µM | NSD2 peptide methylation, 120 min; in the data active means inhibition above about 50%
Target sequence (O96028 whole entry, looked up): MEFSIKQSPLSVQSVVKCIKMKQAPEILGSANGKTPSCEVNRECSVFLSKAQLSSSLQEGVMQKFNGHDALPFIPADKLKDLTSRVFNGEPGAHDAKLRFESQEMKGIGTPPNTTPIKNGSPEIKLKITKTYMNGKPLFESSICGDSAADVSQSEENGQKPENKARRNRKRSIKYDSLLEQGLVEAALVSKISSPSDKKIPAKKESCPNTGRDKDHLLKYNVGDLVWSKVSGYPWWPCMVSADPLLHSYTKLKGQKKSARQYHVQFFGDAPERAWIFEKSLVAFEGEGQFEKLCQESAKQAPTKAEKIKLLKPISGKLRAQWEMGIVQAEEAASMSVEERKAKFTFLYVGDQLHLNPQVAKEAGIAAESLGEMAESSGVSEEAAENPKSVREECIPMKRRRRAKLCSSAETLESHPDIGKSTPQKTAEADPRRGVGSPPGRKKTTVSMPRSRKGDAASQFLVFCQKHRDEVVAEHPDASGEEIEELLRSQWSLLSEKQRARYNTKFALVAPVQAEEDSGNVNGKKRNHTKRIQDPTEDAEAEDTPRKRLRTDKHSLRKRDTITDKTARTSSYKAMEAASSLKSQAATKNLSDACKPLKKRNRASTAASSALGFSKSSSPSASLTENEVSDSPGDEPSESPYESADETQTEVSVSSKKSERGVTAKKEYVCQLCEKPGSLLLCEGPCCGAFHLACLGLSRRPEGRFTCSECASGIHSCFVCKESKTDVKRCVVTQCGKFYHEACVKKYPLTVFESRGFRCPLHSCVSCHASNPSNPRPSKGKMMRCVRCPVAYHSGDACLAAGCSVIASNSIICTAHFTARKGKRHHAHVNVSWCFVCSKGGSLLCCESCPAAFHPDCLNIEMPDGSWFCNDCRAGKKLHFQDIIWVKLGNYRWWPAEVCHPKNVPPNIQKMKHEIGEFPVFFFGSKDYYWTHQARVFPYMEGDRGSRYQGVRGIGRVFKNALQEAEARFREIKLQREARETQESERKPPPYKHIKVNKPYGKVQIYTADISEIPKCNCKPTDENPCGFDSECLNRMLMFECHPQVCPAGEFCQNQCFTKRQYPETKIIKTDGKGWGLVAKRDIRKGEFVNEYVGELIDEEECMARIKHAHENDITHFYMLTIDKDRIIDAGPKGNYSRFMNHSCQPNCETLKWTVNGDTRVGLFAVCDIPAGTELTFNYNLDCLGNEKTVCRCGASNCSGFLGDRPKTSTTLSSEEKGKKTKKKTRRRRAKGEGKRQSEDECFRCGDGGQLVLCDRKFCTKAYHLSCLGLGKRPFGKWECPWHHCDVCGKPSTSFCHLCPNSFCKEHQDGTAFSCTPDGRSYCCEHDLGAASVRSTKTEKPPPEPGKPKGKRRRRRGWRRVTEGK
Rtt109 Vps75 – inhibitors of C. albicans Rtt109/Vps75 HAT, primary screen, biochemical, ThioGlo CoA-SH fluorescence, plate reader. purified Rtt109/Vps75, 4 h. inhibition, % at 34.9 µM. actives 0.16% (n = 330,000). AID 540336, 2011;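 active means inhibition of at least 50% in every replicate; inconclusive means best replicate reaches 50% inhibition but some replicates fall short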
CAL PDZ FP-1 – untagged CAL PDZ binding inhibitors, primary screen, biochemical, fluorescence polarization, HTS. actives 0.92% (n = 300,000). purified CAL PDZ, TMR-peptide fluorescence polarization, 1 h. AID 602252, 2012. Golgi-associated PDZ and coiled-coil motif-containing protein (Homo sapiens), Q9HD26. inhibition, % at 24.9 µM;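 active means mean inhibition of at least 30% with at least half of replicates also reaching 30%; inconclusive means no clear call, values can overlap the other calls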;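 further: 0% = DMSO neutral control and 100% = excess unlabeled competitor peptide PRC23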
MITF TRPM1 HTS – activators of MITF-driven TRPM1 promoter reporter, primary screen, cell-based, SK-MEL-5, luciferase, single point | activation, % at 12.5 µM | AID 588334, 2011 | SK-MEL-5 TRPM1-promoter luciferase, 24 h; % of positive control, neutral wells = 0 | actives 0.75% (n = 300,000);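 active means mean activation of at least 80% with every replicate also reaching 80%; inconclusive means mean reaches 80% but some replicate falls short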;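 further: 0% = neutral control wells and 100% = parthenolide positive control wells; values of inactives mirror those of a sister screen read the other way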
SR-BI uptake up – activators of SR-BI mediated DiI-HDL uptake, primary screen, ldlA[mSR-BI] CHO cells, DiI fluorescence | 3 h; 100 = double the neutral-control signal | activation, % at 12.5 µM | actives 0.096% (n = 320,000);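 active means mean replicate activation of at least 60% and every replicate at or above 60%; inconclusive means mean or all-replicate condition met, but not both; inactive means mean below 60% and not all replicates reaching 60%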;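 further: 0% = median plate neutral-control signal and 100% = twice that signal; values of inactives mirror those of a sister screen read the other way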
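Test system: SR-BI-overexpressing, LDLR-lacking CHO cells; Also added: labelled HDL, 10 µg/mL; Measured by: bottom-read cell fluorescence after medium removal, ex 550/em 595 nm; Timing: 3 h uptake period with compound, 37 °C; Buffer or medium: F12, 0.5% BSA, 25 mM HEPES; Doses: single compound concentration, delivered by pin transfer.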
PvdQ inh – P. aeruginosa PvdQ acylase inhibitors, primary screen, biochemical, fluorescence, plate reader and imaging, single point; purified PvdQ acylase; inhibition, % at 10 µM; actives 0.063% (n = 340,000); in the data active means inhibition above about 30%, passing the limit was not always enough; inconclusive means no clear call, values can overlap the other calls;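 further: 0% = vehicle neutral wells and 100% = reference inhibitor wells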
dFosB act – activators of delta FosB homodimer, primary screen, biochemical, fluorescence polarization, TAMRA-CDK5 oligo, single point; Protein FosB (Mus musculus), P13346; purified delta FosB; percent of positive-control signal above neutral wells; activation, % at 25 µM; actives 0.99% (n = 340,000); AID 493131, 2011;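 active means mean activation above about 17%, with every replicate also reaching it, limit read from the data, passing the limit was not always enough; inconclusive means only one of the two conditions met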;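 further: fluorescence polarization rise as delta FosB binds a TAMRA Cdk5 AP-1 oligo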
SR-BI HDL uptake – inhibitors of SR-BI mediated HDL lipid uptake, primary screen, ldlA[mSR-BI] cells, fluorescence, single point. inhibition, % at 12.5 µM. actives 0.96% (n = 320,000). ldlA[mSR-BI] CHO cells, DiI-HDL uptake fluorescence, 3 h. Scavenger receptor class B member 1 (Mus musculus), Q61009. AID 488896, 2010;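 active means mean replicate inhibition of at least 70% and a set share of replicates each scoring 70 or more; inconclusive means meets just one of the two criteria; inactive means fails both criteria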;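 further: 0% = median of neutral control wells and 100% = median of positive control wells; values of inactives mirror those of a sister screen read the other way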
PfHsp90 yeast 2 – growth inhibition of PfHsp90-expressing yeast, primary screen, antimalarial PfHsp90 inhibitor project, S. cerevisiae, BacTiter-Glo luminescence, single point, set 2. BacTiter-Glo ATP, 48 h; yeast lacking PDR1 and PDR3 efflux regulators. inhibition, % at 9.4 µM. actives 0.32% (n = 310,000);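 active means every replicate shows inhibition above about 80%, whatever the replicate mean, limit read from the data; inconclusive means mean inhibition reaches the set limit but some replicate falls short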;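 further: 0% = DMSO neutral controls and 100% = 20 µM radicicol positive controls; yeast relying on Plasmodium falciparum Hsp90 in place of its own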
CAL PDZ FP-2 – CAL PDZ peptide-binding inhibitors, primary screen, biochemical, fluorescence polarization, Cer-tagged CAL PDZ, HTS; Golgi-associated PDZ and coiled-coil motif-containing protein (Homo sapiens), Q9HD26; purified CAL PDZ, TMR-peptide fluorescence polarization, 1 h; inhibition, % at 20 µM; actives 0.02% (n = 330,000); AID 504414, 2011;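 active means highest replicate inhibition of at least 40%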;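 further: plate controls were DMSO neutral control wells for no effect and unlabeled competitor peptide control wells for full effect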
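Test system: purified CerCALP PDZ construct; Compound dosing: one concentration, 20 µM compound; Also added: TMR-labelled reporter peptide T*-PRC34 bound in PDZ groove; Read-out: inhibition from polarization loss; Controls: unlabelled peptide and DMSO controls; Signal: FP readout, S and P plane fluorescence; Incubation: 1 h at RT.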
Active calls of the source: *; u = inconclusive; x = no result given.

Sequence of screens: dFosB act	Rtt109 Vps75	CAL PDZ FP-1	SR-BI HDL uptake	CAL PDZ FP-2	PvdQ inh	NSD2 inh	PfHsp90 yeast 2	SR-BI uptake up	MITF TRPM1 HTS
COC(=O)c1c(NC(=O)c2ccccc2C(=O)O)sc2c1CCC2
→ -3.7	6.0	x	0.3	-1.6	-9.0	1.1	-21.9	-0.3	4.5
Cc1ccc(C(C(=O)NCc2ccc(F)cc2)N(CCCO)C(=O)C2COc3ccccc3O2)o1 (stereo unspecified)
→ -0.4	7.7	0.8	-12.4	-1.8	-16.5	0.6	5.2	12.4	-2.9
O=C(NC(C(=O)c1ccccc1)c1ccccc1)c1ccccc1 (stereo unspecified)
→ -7.6	-5.6	38.3*	4.6	-0.1	-11.2	-1.0	-5.4	-4.6	41.4
O=C(NCCN1CCN(c2ccccc2)CC1)C1CCN(S(=O)(=O)c2cccs2)CC1
→ -0.3	-7.2	-2.8	1.7	1.7	-6.3	3.3	18.3	-1.7	x
Nc1nonc1-n1nnc(C(=O)N/N=C/c2ccncc2)c1-c1ccccc1
→ -7.0	-3.3	0.5	7.9	5.6	0.0	3.0	-28.7	-7.9	11.8
C[C@]12C(=O)N(c3ccccc3)C(=O)N1[C@@H]1c3ccccc3OC[C@@H]1[C@H]2c1ccccc1
→ 0.8	1.4	-3.9	-10.4	-0.2	-3.9	x	-2.9	10.4	-3.1
CCn1c(C(=O)O)c(CC(=O)Nc2ccccc2F)c2ccccc21
→ -5.9	5.3	-1.4	-16.5	-1.9	-15.3	1.8	3.0	16.5	-5.3
Cc1no[n+]([O-])c1COc1ccccc1/C=N/n1nnnc1N
→ -5.1	-2.8	-0.2	-6.6	0.4	3.6	-4.8	0.0	6.6	-8.4
CN1CCN(C(=O)c2cccn(Cc3c(Cl)cccc3Cl)c2=O)CC1
→ 2.5	-0.7	-3.2	-5.9	x	18.6	25.3	-10.3	5.9	-0.3
CCOC(=O)c1ccc(NC(=O)c2nc[nH]c2C(=O)N[C@@H](CC(C)C)C(=O)OCc2ccccc2)cc1
→ -6.3	4.7	-5.0	11.3	-1.3	-7.7	x	-0.8	-11.3	11.3
O/N=C1\CCCc2ccc3ccccc3c21
→ -1.5	5.4	x	-6.9	-0.2	-0.7	1.4	-6.0	6.9	x
Cc1[nH][nH]c(=O)c1C(c1c(C)[nH][nH]c1=O)c1cn(C)c2ccccc12
→ 1.1	18.4	5.6	-6.1	-0.2	-14.3	51.4*	-27.3	6.1	-3.4
COc1cc(NC(=O)c2cccs2)c(C(=O)OCC(=O)NC(=O)NC(C)(C)C)cc1OC
→ -3.9	-11.4	-1.2	37.0	-3.0	-5.5	-8.8	-27.7	-37.0	5.5
Cn1c(-c2c(N)n(C3CCCC3)c3nc4ccccc4nc23)nc2ccccc21
→ -5.8	4.0	0.8	u	-0.7	-2.5	x	x	-76.8	x
CCCOC1CCCN(C(=O)CCc2nnc(Cc3cccc(C)c3)o2)C1 (stereo unspecified)
→ -7.5	-2.2	-4.5	-5.8	-0.1	-8.3	4.3	-7.7	5.8	63.5
Cc1cc(-c2cc(C(=O)NC3CCCC3)on2)nc(NC2CCCC2)n1
→ -7.4	-10.1	0.2	32.9	-1.0	-11.8	x	29.1	-32.9	3.8
O=C(NC1CCCN(Cc2ccc(Cl)cc2)C1)c1c(F)ccc(F)c1F (stereo unspecified)
→ -9.2	0.4	-1.8	14.3	-20.7	-7.1	-1.7	15.6	-14.3	-0.2
CCOC(=O)c1cc2c(N)c(C(=O)c3cc(C#N)c(SC)nc3C)sc2nc1C
→ -8.4	61.8*	2.9	62.6	-1.9	6.6	36.3	2.9	-62.7	-7.4
CCN(CC)C(=O)c1nn(Cc2ccccc2)c(=O)c2ccccc12
→ -6.4	-9.6	-4.4	1.2	-2.5	-3.1	-2.5	26.1	-1.2	-7.8
CC(C)CCC(CCNCc1ccccn1)c1ccc(Cl)cc1 (stereo unspecified)
→ -1.4	-1.1	1.4	-8.3	-1.2	-15.1	4.4	-19.3	8.3	-13.2
C/C(=N\NC(=O)OC(C)(C)C)c1ccc[nH]1
→ -8.4	-3.0	-1.0	-13.7	-0.5	1.9	1.8	10.1	13.7	42.7
COc1ccc(SC[C@H](Cc2ccccc2)N2CCN(C)CCC2=O)cc1
→ -6.0	2.3	0.5	-5.1	-0.7	-7.5	x	-8.0	5.1	6.8
CNC[C@H](O)c1ccc(O)c(O)c1
→ 1.2	25.4	-14.8	0.9	0.1	2.2	x	8.0	8.6	3.6
Cc1nn(C)cc1S(=O)(=O)Nc1ccc(C(F)(F)F)cc1
→ -6.6	-1.4	-2.4	-33.4	-1.6	-11.5	-4.5	5.7	x	1.9
Cc1ccccc1-c1nnc(SC(C)C(=O)NC2CCCC2)o1 (stereo unspecified)
→ -3.6	7.1	-5.4	-19.9	-0.4	-16.9	2.2	22.9	19.9	-0.4
COc1cccc(NC(=O)c2cc3ccccc3oc2=O)c1
→ 6.3	-5.5	-0.8	22.8	-0.8	-14.2	-3.3	13.7	-22.8	x
CN1CCN(C(=O)C(=O)c2cn(CC(=O)N3CCCC3)c3ccccc23)CC1
→ -1.7	-0.8	-4.4	-4.8	-1.8	-10.7	3.1	9.2	4.8	-2.4
O=C(O)c1ncn(Cc2ccccc2)c1C(=O)O
→ 5.2	-1.2	x	-10.0	0.4	-13.4	-0.2	6.7	10.1	-3.9
O=C(c1ccco1)N1CCN(S(=O)(=O)c2ccc([N+](=O)[O-])cc2)CC1
→ 3.3	7.5	0.9	-7.5	-1.8	-26.0	-1.9	-47.0	7.5	-13.3
CCCCCn1cnc2sc(CC)cc2c1=O
→ -8.8	-5.3	2.0	0.0	-0.8	-22.1	-3.5	-50.8	0.0	69.2
COc1ccccc1-n1cnc2cc(NCc3cccs3)ccc21
→ -7.5	-5.5	1.3	x	-1.1	-2.9	5.4	30.0	x	-3.9
O=S(=O)(c1ccc(Cl)s1)N1CCc2ccccc2C1
→ 1.1	0.6	x	9.3	0.4	-14.2	-6.2	-11.4	-9.3	-6.2
O=C(COC(=O)Cc1ccc(S(=O)(=O)N2CCOCC2)s1)Nc1ccc(OC(F)F)cc1
→ -5.1	5.1	x	-2.3	-1.0	-22.6	0.3	-22.3	2.3	1.7
COc1cccc(-c2nc(CCl)cs2)c1OC
→ -5.5	-4.1	-3.4	14.1	0.2	-7.9	0.2	-0.9	-14.1	4.9
CC(C)c1ccc(NNC(=O)C2CCC2)cc1
→ -0.6	0.6	0.8	-21.2	-0.5	-12.5	14.6	-4.5	21.2	x
Cc1ccc(C)c(S(=O)(=O)NCCCn2ccnc2)c1
→ 1.0	-7.4	-6.2	-31.1	0.0	-12.5	-0.4	-0.4	31.1	-10.6
NCCCCCNC(=O)c1[nH]cnc1C(=O)N[C@@H](Cc1ccccc1)C(=O)OCc1ccccc1
→ -39.9	5.8	-1.6	-39.3	1.0	-15.2	x	11.5	39.3	6.8
O=C(NN1c2ccccc2CCc2ccccc21)c1ccccc1Br
→ 2.5	11.3	2.3	13.8	-1.3	-1.2	-0.7	x	-13.8	x
Cc1sc2ncnc(OCC(=O)NC(C)C)c2c1C
→ -3.9	-0.5	-2.3	28.4	-0.1	-3.1	-4.6	-25.2	-28.4	-0.4
Clc1ccc(-c2n[nH]c3c2CCC3)cc1Cl
→ -21.6	-2.3	-0.1	x	-1.3	10.4	0.7	17.0	x	3.5
Cc1ccc(N(NC(=O)C(O)(c2ccccc2)c2ccccc2)C(=O)CCl)cc1
→ 5.1	-1.6	-2.9	-17.4	0.1	-11.1	-0.4	-6.9	17.4	-26.0
Cc1ccnc2nc(C(=O)NCc3cccs3)nn12
→ -0.1	-9.9	x	5.7	0.8	-12.8	0.8	0.6	-5.7	-3.8
Cc1[nH]c2c(C)cccc2c1CCNC(=O)c1ccc2c(c1[N+](=O)[O-])C(=O)c1ccccc1C2=O
→ -7.5	-34.2	-11.9	4.8	-0.6	-8.7	-2.0	-11.2	-4.8	-8.2
Cc1cccc(Cn2nc(C)c(NC(=O)c3ccc(F)cc3)c2C)c1
→ 3.6	0.1	1.8	-5.8	1.6	1.7	0.9	x	5.8	3.2
CCN(CC(=O)Nc1c(F)cccc1F)C(=O)C1CC(=O)N(CCc2ccc(OC)c(OC)c2)C1 (stereo unspecified)
→ 3.2	-2.6	x	-2.6	0.2	-9.7	-3.0	0.9	2.6	1.3
O=C(NC(=S)/C(=C1\CCCCCN1)[N+](=O)[O-])c1ccccc1
→ 0.9	2.8	-3.7	10.6	-1.8	-1.6	3.0	22.0	-10.6	-26.9
Cc1cccc(C)c1NC(=O)CNC(=O)CN1C(=O)NC2(CCc3ccccc32)C1=O (stereo unspecified)
→ -3.6	-15.4	14.0	-29.3	0.9	-19.9	0.9	x	29.3	0.2
Cc1nc2ccccc2cc1C(=O)NCc1ccccc1
→ -0.8	-3.4	x	-4.7	-0.7	3.5	8.3	-12.7	4.7	x
CC(=O)c1cccc(NC(=O)C2CC(c3ccc(F)cc3)=NO2)c1 (stereo unspecified)
→ 2.8	8.3	-3.5	-35.8	-1.0	1.9	10.4	-15.9	35.8	5.0
COc1cccc(-c2cc(C(F)(F)F)n3nc(C(=O)Nc4c(C)n(C)n(-c5ccccc5)c4=O)cc3n2)c1
→ -3.2	8.5	-4.6	78.4*	-2.3	0.7	-1.7	-13.8	-78.4	1.4
OC(c1nc2ccc(F)cc2[nH]1)C(O)c1nc2ccc(F)cc2[nH]1 (stereo unspecified)
→ 7.5	-6.3	37.0*	6.3	x	-19.0	-0.7	-20.8	-6.3	5.1
O=C(CN1CCN(Cc2ccccc2Cl)C1=O)NCc1ccccn1
→ -1.4	0.8	-4.1	-8.4	-1.2	-6.9	-1.1	-14.3	8.4	5.6
COc1ccc(C(=O)Nn2c(C)nnc2-n2nc(C)cc2C)cc1OC
→ 2.7	-4.4	5.5	17.9	-1.2	8.5	-6.6	-3.4	-17.9	17.7

Screening results (PubChem)
